# From PubChem BioAssay
# ERp5 inh – ERp5 (human) disulfide isomerase inhibition. inhibition, % at 9.99 µM. 350,000 tested, 0.05% active. Q15084. ERp5 insulin aggregation, absorbance 650 nm, 90 min. AID 651711;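 active = mean replicate inhibition above about 25%, with every replicate also reaching it, limit read from the data, passing the limit was not always enough; inconclusive = only one of those two criteria met; inactive = neither criterion met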
# Target sequence (Q15084 whole entry, looked up): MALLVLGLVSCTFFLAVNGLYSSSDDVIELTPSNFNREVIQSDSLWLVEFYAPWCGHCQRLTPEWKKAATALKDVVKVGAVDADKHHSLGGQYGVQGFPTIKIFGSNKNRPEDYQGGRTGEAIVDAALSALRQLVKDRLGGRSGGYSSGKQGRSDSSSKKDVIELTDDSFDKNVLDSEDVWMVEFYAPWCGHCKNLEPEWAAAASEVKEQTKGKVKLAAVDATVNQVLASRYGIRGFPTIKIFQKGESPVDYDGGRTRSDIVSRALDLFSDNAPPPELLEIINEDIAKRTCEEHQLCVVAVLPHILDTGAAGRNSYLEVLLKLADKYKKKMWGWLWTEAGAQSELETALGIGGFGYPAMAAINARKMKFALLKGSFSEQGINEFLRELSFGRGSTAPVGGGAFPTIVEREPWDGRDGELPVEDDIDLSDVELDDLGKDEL
# ERAP1 inh – blocks human ERAP1 aminopeptidase activity; recombinant ERAP1, Leu-AMC fluorescence, 60 min; Q9NZ08; 340,000 tested, 0.15% active; AID 652197; inhibition, % at 10.7 µM;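 active = mean replicate inhibition of at least 30%, or all replicates individually reaching that 30% level; inactive = mean below 30% and not every replicate reaching it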;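 note: 0% = neutral control wells and 100% = L-leucinethiol positive control wells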
# Casp6 inh – inhibitors of human caspase-6 | purified caspase-6, Z-VEID-R110 cleavage fluorescence | inhibition, % at 12.5 µM | 350,000 tested, 0.53% active | AID 686996;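 active = mean inhibition across replicates at least about 35%, with every replicate also reaching that limit, limit read from the data; inconclusive = only one of the two criteria met; inactive = neither criterion met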;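 note: 0% = median of neutral control wells and 100% = no fluorescence left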
# Target sequence (P55212 24-179 limits assumed): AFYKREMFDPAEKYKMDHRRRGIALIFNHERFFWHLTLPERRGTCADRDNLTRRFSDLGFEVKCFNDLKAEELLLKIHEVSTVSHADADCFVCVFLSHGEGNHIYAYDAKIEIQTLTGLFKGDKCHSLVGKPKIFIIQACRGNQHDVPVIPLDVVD
# Target sequence (P55212 194-293 limits assumed): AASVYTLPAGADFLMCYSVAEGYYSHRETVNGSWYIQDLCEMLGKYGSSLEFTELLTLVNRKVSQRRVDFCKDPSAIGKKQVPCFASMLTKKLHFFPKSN
# SIRT5 inh – sirtuin-5 (human) deacylase inhibition | Purified SirT5, succinyl-peptide AMC, trypsin-coupled fluorescence | Q9NXA8 | AID 652115 | inhibition, % at 15 µM | 330,000 tested, 1.1% active; in the data active = inhibition above about 15%; inconclusive = no clear call, values can overlap the other calls
# Target sequence (Q9NXA8 whole entry, looked up): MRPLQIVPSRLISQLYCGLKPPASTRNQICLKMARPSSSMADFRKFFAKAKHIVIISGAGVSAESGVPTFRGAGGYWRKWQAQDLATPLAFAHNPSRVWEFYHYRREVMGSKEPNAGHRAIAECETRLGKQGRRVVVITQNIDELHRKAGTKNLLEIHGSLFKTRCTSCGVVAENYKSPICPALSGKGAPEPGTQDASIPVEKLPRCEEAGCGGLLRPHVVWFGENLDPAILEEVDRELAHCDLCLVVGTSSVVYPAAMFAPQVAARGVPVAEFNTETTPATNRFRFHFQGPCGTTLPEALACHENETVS
# miR122 inh – inhibitors of miR-122 in Huh7 cells; AID 602342; 340,000 tested, 0.3% active; Huh7 miR-122 Renilla luciferase sensor, 48 h; neutral wells = 0, positive control = 100; activation (reporter increase), % at 12.5 µM;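 active = mean replicate activation score at least 90 and every replicate individually at or above 90; inconclusive = only one of the two criteria met; inactive = neither criterion met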;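 note: higher luciferase means less miR-122 activity so hits act as miR-122 inhibitors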
# CFTR F508del cor – correctors of CFTR F508del function in bronchial epithelial cells. CFBE cells, YFP halide quenching; stimulated with forskolin plus potentiator P3; % fluorescence drop versus neutral controls. activity (quench increase), % at 7.58 µM. 350,000 tested, 0.36% active;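 active = mean added fluorescence quench of at least 8% versus neutral control, with both replicates also reaching 8%; inconclusive = only one of the mean or replicate conditions met; inactive = mean below 8% and not both replicates reaching 8%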;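 note: cells transiently co-express mutant CFTR-F508del with the halide-sensitive YFP; corrector assay measuring rescue of mutant channel to the surface after 24 h compound exposure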
# DENV2 CPE – inhibitors of DENV2 cytopathic effect; AID 651640; DENV2-infected cells, cytopathic effect rescue, plate reader; CPE inhibition, % at 9.99 µM; 350,000 tested, 1.7% active; in the data active = CPE inhibition above about 20%, passing the limit was not always enough; inconclusive = no clear call, values can overlap the other calls; tested in BHK-21 cells;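 note: 0% = median of neutral control wells and 100% = median of positive control wells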
# The depositor's hits bear a star; ? = inconclusive; . = no result given; [ ] = another dose, or the depositor's remark.
SMILES,ERp5 inh,ERAP1 inh,Casp6 inh,SIRT5 inh,miR122 inh,CFTR F508del cor,DENV2 CPE
Cc1cc(NC(=O)CSCC(=O)Nc2ccccc2Oc2ccccc2)no1,0,2,1,0,.,0.2,-5
COc1ccccc1CNCCS(=O)(=O)NN1CCOCC1,0,.,-3,.,-8,-1.2,3
COc1ccc(S(=O)(=O)Nc2ccc3c(c2)C(=O)N([C@@H](C)CO)C[C@H](C)[C@@H](CN(C)S(C)(=O)=O)OCCCC[C@@H](C)O3)cc1,-7,2,3,-9,-3[16.7 µM],0.2,5
O=C(CCc1nnc2n(Cc3ccc(Cl)cc3)c(=O)c3ccccc3n12)NCCN1CCCC1,-3,5,-6,3,11,2.9,4
CC1(C)C(C=C(Cl)Cl)C1C(=O)N(Cc1ccccc1Cl)C1CCS(=O)(=O)C1 (stereo not given),9,3,1,-1,0,.,?
Cc1cccc(OCCC(=O)OCc2csc(CC(=O)Nc3ccccc3C)n2)c1,-12,0,-4,-5,4,-1.6,0
COc1ccc(S(=O)(=O)N(C)C[C@@H]2Oc3ccc(NS(=O)(=O)c4ccc(F)cc4)cc3C(=O)N([C@@H](C)CO)C[C@H]2C)cc1,-1,-2,3,-2,11[16.7 µM],-1.9,3
C[C@H](CO)N1C[C@H](C)[C@@H](CN(C)Cc2ccc(C(=O)Nc3ccccc3N)cc2)Oc2ccc(NS(=O)(=O)c3ccc(Cl)cc3)cc2C1=O,6,0,-1,.,14[16.7 µM],-2.8,11
Nc1nc2ccccc2n1/N=C/c1ccc([N+](=O)[O-])s1,-2,-3,3,.,.,.,14
Cc1cc2nc3n(c2cc1C)CC1CC(C(=O)NCc2cccc(Br)c2)N(C)C31 (stereo not given),0,-1,4,1,.,4.2,0
CC(=O)Nc1cccc(Nc2cnccn2)c1,12,-4,-1,-1,-1,-2.1,-7
S=C(Nc1cc(Cl)ccc1Cl)Nn1cnnc1,-2,1,0,5,11,-3.1,-4
COc1ccc2c3c([nH]c2c1)[C@@H](CO)N(C(=O)c1ccncc1)CC31CCN(C(=O)NC(C)C)CC1,3,2,1,2,.,0.8,2
Nc1nc(NCCOCCO)nc(Nc2cccc(F)c2)c1[N+](=O)[O-],0,1,2,1,-5,-0.7,2
C#CCNC(=O)C1CCN(c2ccc(S(=O)(=O)N3CCOCC3)cc2Cl)CC1,1,3,3,-1,-8,1.7,0
Nc1nc(SCC(=O)NCC2CCCO2)[nH]c(=O)c1NC(=O)c1ccc(F)c(F)c1 (stereo not given),-17,4,0,-1,0,-0.2,-3
O=C(c1ccncc1)N1CC(=O)N2[C@@H](CO)[C@H](c3ccc(-c4ccccc4F)cc3)[C@@H]2C1,0,.,.,3,.,-0.6,18
Cc1nc(S(=O)(=O)c2ccc(Br)cc2)nc2c1CCC2,-47,4,0,-2,.,0.4,-3
COc1ccc(S(=O)(=O)N(C)C[C@@H]2Oc3ccc(NC(=O)C4CCCCC4)cc3CC(=O)N([C@@H](C)CO)C[C@H]2C)cc1,0,0,-2,2,-7[16.7 µM],0.8,-7
Cc1ccccc1C(=O)N1CCc2ccccc2C1,-5,0,0,-1,-9,-2.7,-5
CC1CCCCc2nc3c(c(=O)n21)CCCC3 (stereo not given),-4,1,-1,.,.,1.0,1
O=C(COC(=O)COc1cccc2ccccc12)NCC(F)(F)F,-7,5,1,-4,.,-0.2,5
Cc1noc(C)c1NC(=O)N(C)C[C@@H]1Oc2ccc(NS(=O)(=O)c3ccc(F)cc3)cc2CC(=O)N([C@H](C)CO)C[C@@H]1C,-2,0,-1,-3,0[16.7 µM],1.0,-9
COc1cc([N+](=O)[O-])ccc1NC(=S)Nn1cnnc1,0,1,0,2,1,-6.2,-12
Cc1ccccc1CN1CC2=C(CCN(Cc3ccccc3)C2=O)N2CCN=C12,0,0,-5,.,.,-3.7,-3

# In another format: 12 of the compounds above.
# Values run as follows: ERp5 inh	ERAP1 inh	Casp6 inh	SIRT5 inh	miR122 inh	CFTR F508del cor	DENV2 CPE
- Cc1cc(NC(=O)CSCC(=O)Nc2ccccc2Oc2ccccc2)no1
 : 0	2	1	0	.	0.2	-5
- COc1ccccc1CNCCS(=O)(=O)NN1CCOCC1
 : 0	.	-3	.	-8	-1.2	3
- COc1ccc(S(=O)(=O)Nc2ccc3c(c2)C(=O)N([C@@H](C)CO)C[C@H](C)[C@@H](CN(C)S(C)(=O)=O)OCCCC[C@@H](C)O3)cc1
 : -7	2	3	-9	-3[16.7 µM]	0.2	5
- O=C(CCc1nnc2n(Cc3ccc(Cl)cc3)c(=O)c3ccccc3n12)NCCN1CCCC1
 : -3	5	-6	3	11	2.9	4
- CC1(C)C(C=C(Cl)Cl)C1C(=O)N(Cc1ccccc1Cl)C1CCS(=O)(=O)C1 (stereo not given)
 : 9	3	1	-1	0	.	?
- Cc1cccc(OCCC(=O)OCc2csc(CC(=O)Nc3ccccc3C)n2)c1
 : -12	0	-4	-5	4	-1.6	0
- COc1ccc(S(=O)(=O)N(C)C[C@@H]2Oc3ccc(NS(=O)(=O)c4ccc(F)cc4)cc3C(=O)N([C@@H](C)CO)C[C@H]2C)cc1
 : -1	-2	3	-2	11[16.7 µM]	-1.9	3
- C[C@H](CO)N1C[C@H](C)[C@@H](CN(C)Cc2ccc(C(=O)Nc3ccccc3N)cc2)Oc2ccc(NS(=O)(=O)c3ccc(Cl)cc3)cc2C1=O
 : 6	0	-1	.	14[16.7 µM]	-2.8	11
- Nc1nc2ccccc2n1/N=C/c1ccc([N+](=O)[O-])s1
 : -2	-3	3	.	.	.	14
- Cc1cc2nc3n(c2cc1C)CC1CC(C(=O)NCc2cccc(Br)c2)N(C)C31 (stereo not given)
 : 0	-1	4	1	.	4.2	0
- CC(=O)Nc1cccc(Nc2cnccn2)c1
 : 12	-4	-1	-1	-1	-2.1	-7
- S=C(Nc1cc(Cl)ccc1Cl)Nn1cnnc1
 : -2	1	0	5	11	-3.1	-4

# (listing goes on)
SMILES,ERp5 inh,ERAP1 inh,Casp6 inh,SIRT5 inh,miR122 inh,CFTR F508del cor,DENV2 CPE
COc1ccc(N2CCN(C(=O)C(=O)c3c(C)[nH]c4ccccc34)CC2)cc1,7,-3,-1,1,.,-4.6,-4
COc1ccccc1OCC(=O)N1CCN(C(=O)c2ccco2)CC1,-1,1,0,-1,2,3.7,-3
C/C=C/c1cnc2c(c1)C(=O)N([C@@H](C)CO)C[C@H](C)[C@@H](CN(C)C(=O)c1cnccn1)O2,0,0,-1,14,-5[16.7 µM],0.3,?
CCOc1ccccc1NC(=O)CN1C(=O)CSC(C)C1=O (stereo not given),1,1,-3,0,.,0.4,4
CCOCCCNC(=O)Cn1nc(-c2ccc(OC)c(OC)c2)ccc1=O,1,-2,2,-1,-6,4.9,5
CN1C(=O)c2cc(NC(=O)c3ccccc3)ccc2OC[C@H]2O[C@H](CC(=O)O)CC[C@@H]21,2,1,0,-2,-5[16.7 µM],0.7,-1
Cc1cc(C)nc(N2CCN(C(=O)CCC(=O)Nc3nnc(C(C)C)s3)CC2)n1,1,0,1,-7,0,-0.3,-1
CC(NC(=O)CCN1C(=O)c2ccccc2S1(=O)=O)c1ccccc1 (stereo not given),1,-1,1,-1,-3,1.6,0
COc1ccc(S(=O)(=O)Nc2ccc3c(c2)C(=O)N([C@H](C)CO)C[C@H](C)[C@@H](CN(C)S(=O)(=O)c2cn(C)cn2)OCCCC[C@@H](C)O3)cc1,5,-2,-3,1,-5[16.7 µM],1.0,-3
COc1cccc(CNC(=O)c2cccc(NC(=O)CC3SC(N4CCCCC4)=NC3=O)c2)c1 (stereo not given),0,1,4,-1,.,-1.8,-10
C[C@@H]1CN([C@H](C)CO)C(=O)c2cc(C#Cc3ccncc3)cnc2O[C@H]1CN(C)C(=O)c1ccccc1F,3,2,3,-2,-11[16.7 µM],2.4,-4
NC(Cc1ccccc1)c1csc(Nc2nncc3ccccc23)n1 (stereo not given),1,-4,-5,.,-9,0.8,-4
COc1cccc(NC(=O)COC(=O)C2CCN(S(=O)(=O)c3cccs3)CC2)c1,-81,-3,1,1,0,-1.2,1
CO[C@@H]1CC[C@@H]2CCN(C)C(=O)C[C@H](c3ccccc3)CN(C)C(=O)c3cccc(C#N)c3OC[C@@H]1O2,7,-1,1,25*,.,.,1
O=C(c1ccc(=O)[nH]n1)N1CCN(S(=O)(=O)c2ccccc2F)CC1,0,1,7,-4,-1,2.8,3
COc1ccc(C2NC(c3ccc(OC)cc3OC)C(C)C(=O)C2C)c(OC)c1 (stereo not given),-1,0,55*,-2,.,2.3,2
CN1CCN(c2nnc(-c3ccc(F)cc3)c3ccccc23)CC1,1,4,-15,.,-3,-2.0,19
CC1(Oc2ccc(-n3ccnc3)cc2)CCN(Cc2cccn2-c2nccs2)C1 (stereo not given),1,-2,-2,-4,.,-1.6,?
O=C(C(=O)N1CCC(CNC(=O)C2COc3ccccc3O2)CC1)c1cccs1 (stereo not given),-2,4,0,.,.,0.2,?
COc1ccccc1NC(=O)NCCN1CCNC1=O,1,.,-1,1,-2,2.2,-7
Cc1ccccc1C(=O)NC1CC2CCCC(C1)N2Cc1ccccc1 (stereo not given),0,0,-1,-1,0,0.3,3
CCOC(=O)c1c(NC(=O)COC(=O)c2cc(OC)c(OC)cc2[N+](=O)[O-])sc(C)c1CC,4,-1,-3,-3,-10,0.9,11
N#C[C@H]1[C@H](c2ccccc2C2=CCCCC2)[C@@H](CO)N1C(=O)NC1CCCC1,-1,0,-2,-3,.,-2.7,-12
CCCCNC(=O)C1(C)CCCCN1C(=O)c1cc(OC)ccc1Br (stereo not given),-2,0,0,0,4,-0.7,1
CC(C)NC[C@H]1[C@H](c2ccc(C3=CCCCC3)cc2)[C@@H](CO)N1C(=O)NC(C)C,1,.,.,1,18[16.7 µM],1.4,-3
# (more compounds)
SMILES,ERp5 inh,ERAP1 inh,Casp6 inh,SIRT5 inh,miR122 inh,CFTR F508del cor,DENV2 CPE
CC1O[C@@H](OC2C(O)C(O)C(CO)O[C@H]2OC2C[C@]3(C)C(CC(O)C4[C@@H]([C@]5(C)CC[C@@H](C(C)(C)O)O5)CC[C@]43C)[C@@]3(C)CCC(O)C(C)(C)C23)C(O)C(O)C1O (stereo not given in full),1,-4,4,.,.,0.7,-5
Cc1ccc(S(=O)(=O)Nc2ccc3c(c2)CC(=O)N([C@H](C)CO)C[C@H](C)[C@H](CN(C)S(=O)(=O)c2ccc(C)cc2)O3)cc1,9,-2,0,6,5[16.7 µM],1.6,-1
C[C@H]1CN([C@@H](C)CO)C(=O)c2cccc(NC(=O)Nc3ccc(F)cc3)c2O[C@@H]1CN(C)Cc1ccc(Cl)c(Cl)c1,-3,-2,4,1,6[16.7 µM],-0.4,14
COc1ccc(-c2ccc3c(c2)O[C@H](CN(C)Cc2ccccc2C(=O)O)[C@H](C)CN([C@@H](C)CO)S3(=O)=O)cc1,-2,2,1,4,-6[16.7 µM],-0.2,-1
CCOC(=O)N1CCN(C(=O)CSc2nnc(COc3ccccc3)o2)CC1,-3,-2,-2,2,-1,-0.9,-3
COc1ccc(-n2nc3c(c2NC(=O)Cc2cccc(C)c2)CS(=O)C3)cc1 (stereo not given),1,-3,-1,3,1,1.9,100*

# Exported with tabs: part of the list above
Compound	ERp5 inh	ERAP1 inh	Casp6 inh	SIRT5 inh	miR122 inh	CFTR F508del cor	DENV2 CPE
CC1CCCCc2nc3c(c(=O)n21)CCCC3 (stereo not given)	-4	1	-1	.	.	1.0	1
O=C(COC(=O)COc1cccc2ccccc12)NCC(F)(F)F	-7	5	1	-4	.	-0.2	5

# No enrichment for hits; about 4% have a hit in one of these screens.
